Screening results from PubChem.
KCNQ2 inh: KCNQ2 potassium channel inhibitors, primary screen, cell-based, CHO-K1, FluxOR thallium flux, B-score (AID 2156); 20 min; hits give low values; B-score at 10 µM; actives 1.1% (n = 310,000);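 active = fluorescence ratio B-score at most minus 3 library SDs, with starting brightness B-score within 2 library SDs, cut at about -5.5 in these data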
STK33 kinase inh: blocks human STK33 kinase activity; Q9BYT3; purified STK33, MBP phosphorylation, ADP-Glo luminescence; inhibition, % at 10 µM; actives 0.073% (n = 320,000); AID 2661;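 active = inhibition at or above 25%, using the most active replicate where run in duplicate; inactive = inhibition below 25%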
Target sequence (Q9BYT3 whole entry, looked up): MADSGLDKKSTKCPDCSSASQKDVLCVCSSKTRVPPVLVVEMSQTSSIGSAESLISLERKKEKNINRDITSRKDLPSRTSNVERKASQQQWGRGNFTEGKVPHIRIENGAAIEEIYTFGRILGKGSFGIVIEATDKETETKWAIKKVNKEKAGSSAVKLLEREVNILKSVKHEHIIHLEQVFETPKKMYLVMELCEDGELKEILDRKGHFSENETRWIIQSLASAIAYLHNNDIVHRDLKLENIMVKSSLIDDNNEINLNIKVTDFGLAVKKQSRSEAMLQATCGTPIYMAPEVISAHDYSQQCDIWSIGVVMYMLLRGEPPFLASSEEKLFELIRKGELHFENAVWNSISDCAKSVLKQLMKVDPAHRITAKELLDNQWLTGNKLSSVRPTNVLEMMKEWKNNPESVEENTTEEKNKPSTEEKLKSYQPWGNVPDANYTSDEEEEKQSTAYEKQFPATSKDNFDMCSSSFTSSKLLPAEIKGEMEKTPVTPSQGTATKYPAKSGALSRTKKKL
Kir21 block: blocks the mouse Kir2.1 inward-rectifier potassium channel; HEK293-Kir2.1, FluxOR thallium flux fluorescence; hits give low values; B-score at 10 µM; actives 0.85% (n = 310,000);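 active = fluorescence ratio B-score at or below minus 3 SD of library scores, with starting-brightness B-score within 2 SD, cut at about -4.2 in these data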;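 note: channel flux triggered by added potassium and thallium sulfate stimulus; B-score of peak minus minimum fluorescence over baseline after thallium stimulus; more negative B-score means stronger Kir2.1 block with less thallium influx; some compounds called inactive have numbers as strong as hits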
Target sequence (P35561 whole entry, looked up): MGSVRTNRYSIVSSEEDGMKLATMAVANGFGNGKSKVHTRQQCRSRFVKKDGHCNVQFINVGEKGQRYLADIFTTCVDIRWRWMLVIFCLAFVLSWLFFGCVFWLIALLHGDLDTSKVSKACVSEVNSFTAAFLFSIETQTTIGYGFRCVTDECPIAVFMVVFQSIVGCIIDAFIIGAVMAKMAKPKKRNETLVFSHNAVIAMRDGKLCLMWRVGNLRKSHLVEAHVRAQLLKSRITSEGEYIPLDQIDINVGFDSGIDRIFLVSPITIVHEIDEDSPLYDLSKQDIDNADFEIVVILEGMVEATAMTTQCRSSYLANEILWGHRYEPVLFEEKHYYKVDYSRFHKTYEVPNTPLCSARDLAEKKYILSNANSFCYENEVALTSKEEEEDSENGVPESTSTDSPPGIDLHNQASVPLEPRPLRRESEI
Numbers without * were called inactive; i = inactive; nt = no result given. An unsorted share of the library; overall some 1.9% were active at least once.

SMILES	KCNQ2 inh	STK33 kinase inh	Kir21 block
Nc1nc(SCC(=O)Nc2ncc(C(F)(F)F)cc2Cl)n[nH]1	i	-0.2	0.14
Fc1ccc(NC(=S)NC2CC3CCCC(C2)N3Cc2cccs2)cc1 (stereo not given)	i	0.8	-2.1
Cc1ccc(N2CCN(/N=C/C3=C(N4CCOCC4)C(=C\c4ccccc4)/CC3)CC2)cc1	i	-1.2	-0.01
CCc1nnc(NS(=O)(=O)c2ccc(NC(=O)c3cccc4ccccc34)cc2)s1	i	-0.6	0.07
C=CCn1c(SCC(=O)NCc2ccco2)nc2sc(C)c(C)c2c1=O	i	-0.2	0.88
O=C(CSc1nnc(-c2cccc(S(=O)(=O)N3CCCCC3)c2)o1)NCCC1=CCCCC1	i	-3.3	1
CCOC(=O)C(=CNc1ccc(S(N)(=O)=O)cc1)C(=O)OCC	i	1.4	0.98
O=C(c1ccccc1)N1N=C(c2cccs2)CC1c1ccccc1O (stereo not given)	i	-2.3	-1.9
CCCCCCC(=O)Nc1ccc(Br)cn1	i	-2.5	0.7
CC(C(=O)Nc1ccc2c(c1)OCCO2)N(c1ccccc1)S(C)(=O)=O (stereo not given)	i	-0.1	1.3
Clc1ccc(/C=N/c2c(-c3ccc(Cl)cc3)nc3n2CCS3)cc1	i	0.3	0.12
O=C(c1cc(-c2ccc(Cl)cc2)n(-c2cc(Cl)ccc2Cl)n1)N1CCOCC1	i	-1.1	-0.18
Brc1cccc(CNc2nc3ccccc3n2CCN2CCCCC2)c1	i	0.6	-3
CCCNCC1COc2ccccc2O1 (stereo not given)	i	-0.5	0.41
Cc1ccc(C2=NN(CC(=O)NCc3ccco3)C(=O)CC2)cc1	i	-1.3	-0.27
COCCN1C(=O)C(=O)/C(=C(/O)c2cccc(OC)c2)C1c1ccco1 (stereo not given)	i	-2.4	-0.65
CCCNC(=O)CCc1cc(C(C)(C)C)c(O)c(C(C)(C)C)c1	i	-0.5	-1.3
Cc1nnc(SCCn2c(Br)nc3c2c(=O)n(C)c(=O)n3C)s1	i	-0.6	0.13
CCCC(C(=O)NC1CCCC1)N(CC1CCCO1)C(=O)CNS(=O)(=O)c1ccc(F)cc1 (stereo not given)	i	-1.3	0.84
CCCc1[nH]nc2c1C(c1ccncc1)C(C#N)=C(N)O2 (stereo not given)	i	0.9	0.8
Cc1cnc(C(=O)OCC(=O)N(C)CC(=O)Nc2ccccc2Cl)cn1	i	-1.1	0.03
Cc1ccc(C(=O)OCC(=O)N(CCc2ccccc2)Cc2ccccc2)cc1S(=O)(=O)N1CCOCC1	-6*	-1.2	0.09
O=C(NCCc1ccc(Cl)cc1)Nc1ccc(Cl)cc1	i	0.1	0.5
O=C(Nc1ccc(N2CCN(C(=O)c3cccs3)CC2)c(Cl)c1)c1cccnc1	i	0.1	0.64
COc1ccc(OC)c(NC(=O)C23CC4CC(C2)CC(n2cnc(Br)n2)(C4)C3)c1	i	0.1	0.66

New compounds follow.
SMILES	KCNQ2 inh	STK33 kinase inh	Kir21 block
CCOc1nc(NCc2ccco2)nc(Nc2ccc(OC)cc2)n1	i	0.4	0
CCC(C)c1ccccc1NC(=O)C(C)NCCN(C)C (stereo not given)	i	-1.1	-0.58
Cc1cc(NC(=O)c2c(-c3ccccc3Cl)noc2C)no1	i	-1.4	-2.7
CN(C)c1ccc(C(=O)C(O)c2ccccc2)cc1 (stereo not given)	i	3.3	0.14
CCOC(=O)N1CCN(C(=O)C2CC(=O)N(c3ccccc3)C2)CC1 (stereo not given)	i	0.1	0.67
Cc1cc(C)nc(-n2ncc3c2CC(c2ccccc2)CC3=O)n1 (stereo not given)	i	0.0	1.7
CCc1cc2ccc(C)c(C)c2nc1SCC(=O)Nc1cc(C)on1	i	-0.2	-0.12
CCOC(=O)C[C@H]1c2cc(F)ccc2S(=O)(=O)N1c1ccccc1	i	0.2	-5*
C[C@@H]1[C@H]2[C@@H](O[C@@H]3O[C@H](CO)[C@@H](O)[C@H](O)[C@H]3O)OC=C(C(=O)O)[C@H]2C[C@@H]1O	i	-1.0	-1.4
O=C(NCCCN1CCOCC1)c1ccc(Cl)s1	i	-0.1	0.21
OC1CCC(NC(=S)Nc2ccc(SC(F)F)cc2)CC1 (stereo not given)	i	-0.3	-0.51
CCN=c1scc(-c2ccc3c(c2)NC(=O)CO3)n1N=C1CCCC1	i	-0.1	0
CCOP(=O)(OCC)C(NC(=O)c1ccc(OC)cc1)c1ccccc1 (stereo not given)	i	-0.1	3.1
N#C/C(=C\c1ccc(O)c(Br)c1)C(=O)N1CCCCC1	i	-0.7	-0.14
CCn1c(SCC(=O)NCc2ccc3c(c2)OCO3)nnc1-c1ccncc1	i	nt	-1.6
COc1ccc(-n2c(=O)c3c4c(sc3n(CC(=O)Nc3cc(C)[nH]n3)c2=O)CCCC4)c(OC)c1	-6.7*	2.2	-0.17
O=C(NC1CCN(Cc2ccccc2)CC1)c1ccccc1OCc1ccccc1	i	-0.7	-4.3*
CCN1CCN(c2cc(C)c3cc(NC(=S)NCCN(C)C)ccc3n2)CC1	i	0.0	-4
COc1ccc(CCNC(=O)C2CC(=O)N(CCc3ccccc3)C2)cc1OC (stereo not given)	i	-2.4	0.31
CCCn1ncc(CN2CCN(CCc3ccccc3)C(CCO)C2)c1C (stereo not given)	i	-1.2	0.56
CCCN1CCN(CCCNC(=O)c2ccc3c(=O)n(CCc4ccccc4)c(=O)[nH]c3c2)CC1	i	-0.4	-1.7
CC(C)(C)C(O)C(Cc1ccccc1Cl)n1cncn1 (stereo not given)	i	-0.3	-1.5
COC(=O)c1sc(NC(C)=O)c(C(=O)OC)c1C	i	-0.5	-0.03
COc1ccc(OC)c2c1sc(=NC(=O)C(C)(C)C)n2C	i	-1.3	-0.53
O=C(CN1CCN(c2ccccc2)CC1)Nc1ccc(-n2cnnn2)cc1	i	-0.8	1.1

3 entries from above, arranged by their value in Kir21 block, largest number first.
SMILES	KCNQ2 inh	STK33 kinase inh	Kir21 block
Cc1ccc(C2=NN(CC(=O)NCc3ccco3)C(=O)CC2)cc1	i	-1.3	-0.27
O=C(c1ccccc1)N1N=C(c2cccs2)CC1c1ccccc1O (stereo not given)	i	-2.3	-1.9
Cc1cc(NC(=O)c2c(-c3ccccc3Cl)noc2C)no1	i	-1.4	-2.7

Following part.
SMILES	KCNQ2 inh	STK33 kinase inh	Kir21 block
c1ccc(OCCN2CCN(Cc3nc(-c4ccc5c(c4)OCO5)no3)CC2)cc1	i	-1.5	-0.45
COCCNc1nnc(Cc2ccc(Cl)cc2)c(=O)[nH]1	i	-0.8	-0.27
CCOc1ccccc1CN1CCCC(C(=O)Nc2cccc(-n3cccn3)c2)C1 (stereo not given)	i	3.2	-1.9
Cc1sc2ncnc(N3CCN(S(=O)(=O)c4ccc(F)cc4)CC3)c2c1C	i	-0.1	-0.92
O=C(NNC(=S)Nc1cccc(Cl)c1)c1ccccc1	i	-1.4	-0.56
COc1ccc(-n2nc(C(=O)NCC(=O)NCc3ccc(F)cc3)c3ccccc3c2=O)cc1OC	i	-1.9	-1.2
COc1cccc(C(=O)NCC2CCCN2S(=O)(=O)c2ccccc2)c1 (stereo not given)	i	-1.5	0.14
O=Cc1ccccc1Oc1nc(N2CCOCC2)nc(N2CCOCC2)n1	i	1.3	0.65
CCCCN=CC1=C(O)CC(c2ccccc2)CC1=O (stereo not given)	i	-2.3	0.06
CCC(=O)c1ccc(OCC(O)CNC2CCCC2)cc1 (stereo not given)	i	-0.7	-0.07
CCN(CC)CCNc1nc(SC)nc2sc3c(c12)CCN(C)C3	i	0.2	0.53
O=C(N/N=C/c1ccco1)c1cc(-c2ccncc2)nc2ccccc12	i	nt	2.8
O=C(CN1CCCCC1)Nc1cccc(Cl)c1Cl	i	-2.2	-0.92
[O-]C1=N/[N+](=C/c2ccccc2)CC1	i	-1.1	-0.49
COc1ccc(OC)c(NC(=O)CSc2nnc(CNC(=O)COc3ccc(Cl)cc3)o2)c1	i	-1.0	-0.49
CSc1nnc2c(n1)OC(C)=Nc1ccccc1-2	i	-1.4	0.01
O=C(NC1CCCC1)c1ccc(CS(=O)(=O)Cc2ccccc2Cl)o1	i	-1.1	1.7
COc1ccc(OC)c(/C=N\NC(=O)c2c(C)nc3cc(C)ccn23)c1	i	-2.5	0.08
COC(=O)c1ccc(NC(=O)CNC(=O)C2CCCCC2)cc1	i	-0.6	0.37
O=C1NC(c2ccccc2)(C(F)(F)F)C(=O)N1Cc1cccnc1 (stereo not given)	i	0.0	-1.4
CCc1ccc(N(CC(=O)NC2CCCCC2)S(=O)(=O)c2c(C)noc2C)cc1	i	1.5	0.31
CC1CCc2nc(N)c(C#N)c(-c3cccnc3)c2C1 (stereo not given)	i	0.4	1.4
CN(Cc1ccccc1)Cc1c(F)cccc1F	i	-1.4	-0.02
CCc1nnc(NC(=O)c2cccc(S(=O)(=O)N3CCCCC3)c2)s1	i	-1.3	2.3
CCOc1ccc(NC(=S)N2CCN(C/C=C/c3ccccc3)CC2)cc1	i	-1.6	-0.51

Next part.
SMILES	KCNQ2 inh	STK33 kinase inh	Kir21 block
CS(=O)(=O)N(CC(=O)N1CCOCC1)c1ccc2c3c(cccc13)CC2	i	-1.7	0.51
Cc1ccc(S(=O)(=O)N(C)C)cc1NC(=O)C(C)N(C)Cc1sccc1C (stereo not given)	i	0.5	-0.33
CN(NC(=O)c1c(Cl)cccc1Cl)c1cccc(Cl)n1	i	-1.2	-1.7
CNc1cc([N+](=O)[O-])ccc1N/C=C/C(=O)c1ccc2c(c1)OCO2	i	-0.6	0.12
COc1cccc(/C=C/c2nc3c(cnn3-c3ccccc3)c(=O)[nH]2)c1	i	-0.1	2.9
Cc1cccc(NC(=O)CSc2nc3c(c(=O)[nH]2)CCCC3)c1C	i	-0.4	0.4
Cc1ccc(C(=O)N(CC(=O)NC2CCCC2)c2ccccc2Cl)s1	i	-0.5	1.8
Nc1cc(Cl)ccc1N1CCCCC1	i	-1.2	0.43
O=c1oc2ccccc2cc1-c1csc(NN=C2CCCCC2)n1	i	-1.9	0.09
COc1ccc(C2CC(=O)c3cnn(-c4nc(C)cc(C)n4)c3C2)cc1OC (stereo not given)	i	-1.3	0.84
COc1ccccc1OCCNC(=O)C1CCN(C(C)=O)CC1	i	-1.0	-0.63
O=C(Nc1cccc(C(=O)NC2CCCCC2)c1)c1ccccc1	i	-0.5	0.2
O=C(CN1CCN(Cc2ccccc2Cl)CC1)N/N=C/c1cccs1	i	-1.7	0.95
O=C(NCc1ccc2c(c1)OCO2)c1cc(-c2ccccc2)nn1CC1CC(c2cccnc2)=NO1 (stereo not given)	i	1.1	0.3
Cc1ccc(C(=O)Nc2nc(-c3ccccc3)c(-c3ccccc3)o2)cc1	i	0.4	-0.28
CCCN(CCC)S(=O)(=O)c1ccc(NC(=O)c2cc(C(=O)OC)cc([N+](=O)[O-])c2)cc1	i	0.3	-0.01
CCCN1C=CC(=C/C=C(\C#N)C(=O)OCC)C=C1	i	2.1	-6.4
O=C1CSC(c2ccccn2)N1c1ccccc1 (stereo not given)	i	1.0	-1.2
COCCNC(=S)N1CCN(c2nc(-c3ccc(Cl)cc3)cs2)CC1	i	-2.5	0.19
CCOC(=O)N1CCN(C2=C(NS(=O)(=O)c3ccccc3)C(=O)c3ccccc3C2=O)CC1	i	0.8	1
O=C(C1=C(O)C(=O)N(CCc2ccccc2)C1c1cccnc1)c1ccco1 (stereo not given)	i	-1.2	1.2
COc1ccc2c(c1)c(C(C)=O)c(C)n2CCc1ccccc1	i	-0.8	-1.9
CC(=O)Nc1c2c(nn1-c1ccc(C)cc1)CSC2	i	-0.8	2.9
COC(=O)c1c(NC(=O)Cc2ccccc2)sc2c1CC(C)(C)NC2(C)C	i	-0.1	-0.06
O=C(CCCc1nc2ccccc2s1)N1CCN(c2ccccc2F)CC1	i	1.3	0.18

Among those listed so far, these have a cyano group.
SMILES	KCNQ2 inh	STK33 kinase inh	Kir21 block
CCCc1[nH]nc2c1C(c1ccncc1)C(C#N)=C(N)O2 (stereo not given)	i	0.9	0.8
N#C/C(=C\c1ccc(O)c(Br)c1)C(=O)N1CCCCC1	i	-0.7	-0.14
CC1CCc2nc(N)c(C#N)c(-c3cccnc3)c2C1 (stereo not given)	i	0.4	1.4
CCCN1C=CC(=C/C=C(\C#N)C(=O)OCC)C=C1	i	2.1	-6.4

(list continues)
SMILES	KCNQ2 inh	STK33 kinase inh	Kir21 block
CCCNS(=O)(=O)c1ccc(OCC(=O)NCc2ccco2)cc1	i	-2.0	-1.3
O=C(NCCCCNC(=O)c1cccnc1)c1cccnc1	i	-1.8	0.62
COc1cccc(N(CC(=O)NCC2CCCO2)C(=O)CCC(=O)Nc2nccs2)c1 (stereo not given)	i	4.8	0.09
Cc1ccc(S(=O)(=O)/N=C(/Nc2nc(C)cc(C)n2)N2CCOCC2)cc1	i	-0.5	0.54
COc1ccc(N2CC(C(=O)NCCc3ccc(OC)c(OC)c3)CC2=O)cc1 (stereo not given)	i	-1.0	0.8
Cc1ccc(OCc2nnc(SCC(=O)NC3CCCCC3)n2C)cc1	i	-0.8	0.04
COc1ccc(OC)c(S(=O)(=O)N2CCC(C(=O)N3CCN(c4ccc(F)cc4)CC3)CC2)c1	i	0.5	-0.22
